# Assay outcomes as filed in PubChem.
# MC4R antag cAMP: MC4R antagonists of cAMP signaling, primary screen, cell-based, TR-FRET, antagonist arm of biased-ligand search; Melanocortin receptor 4 (Homo sapiens), P32245; MC4R-expressing cells, MTII-stimulated cAMP, LANCE TR-FRET; inhibition, % at 6.5 µM; hit rate 0.48% among 360,000;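 active means inhibition above its plate's cutoff, the mean of tested wells on that plate plus 3 SD, cut at about 29% in these data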;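 further: 0% = Melanotan II alone and 100% = Melanotan II plus saturating MCL0020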
#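 system = U2OS cells with stable human MC4R expression | also added = Melanotan II challenge after compound preincubation | dosing = one concentration, 6.5 µM nominal | incubation = compound 30 min, challenge 1 h, detection 1 h | measured by = TR-FRET with Eu-cAMP and labeled anti-cAMP, 671 nm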
# HTR2A ag: mouse Htr2a agonists via beta-arrestin recruitment, primary screen, cell-based, luminescence; CHO-K1 mHTR2A beta-arrestin complementation; percent of 30 µM serotonin response; 5-hydroxytryptamine receptor 2A (Mus musculus), P35363; activation, % at 7.6 µM; hit rate 0.66% among 360,000;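 active means activation above a run cutoff, the mean activation of all tested compounds plus 3 SD, cut at about 14% in these data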;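 further: 0% = plate median of compound wells and 100% = 30 µM serotonin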
# ABHD5 PLIN5 PPI: ABHD5-PLIN5 interaction inhibitors, primary screen, cell lysate, split luciferase complementation, luminescence; Split G. princeps luciferase complementation, 4 h; inhibition, % at 4 µM; hit rate 0.78% among 360,000; Perilipin-5 (Homo sapiens) + 1-acylglycerol-3-phosphate O-acyltransferase ABHD5 (Homo …;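 active means inhibition above the mean inhibition across every tested compound plus 3 SD, cut at about 22% in these data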;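 further: 0% = DMSO only wells and the 100% control is not disclosed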
# Target sequence (Q00G26 whole entry, looked up): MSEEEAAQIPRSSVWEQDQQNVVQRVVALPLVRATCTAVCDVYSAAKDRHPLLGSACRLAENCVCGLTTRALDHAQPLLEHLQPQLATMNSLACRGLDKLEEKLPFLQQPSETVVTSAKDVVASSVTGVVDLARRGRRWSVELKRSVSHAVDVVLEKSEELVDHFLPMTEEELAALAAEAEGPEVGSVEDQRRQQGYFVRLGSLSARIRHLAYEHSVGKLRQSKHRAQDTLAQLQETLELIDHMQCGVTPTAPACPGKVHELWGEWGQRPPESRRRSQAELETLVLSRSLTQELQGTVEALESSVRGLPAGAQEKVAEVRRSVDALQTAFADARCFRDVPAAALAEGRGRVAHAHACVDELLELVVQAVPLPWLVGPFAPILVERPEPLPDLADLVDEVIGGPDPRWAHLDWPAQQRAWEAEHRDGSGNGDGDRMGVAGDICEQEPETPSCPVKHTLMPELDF
# Target sequence (Q8WTS1 whole entry, looked up): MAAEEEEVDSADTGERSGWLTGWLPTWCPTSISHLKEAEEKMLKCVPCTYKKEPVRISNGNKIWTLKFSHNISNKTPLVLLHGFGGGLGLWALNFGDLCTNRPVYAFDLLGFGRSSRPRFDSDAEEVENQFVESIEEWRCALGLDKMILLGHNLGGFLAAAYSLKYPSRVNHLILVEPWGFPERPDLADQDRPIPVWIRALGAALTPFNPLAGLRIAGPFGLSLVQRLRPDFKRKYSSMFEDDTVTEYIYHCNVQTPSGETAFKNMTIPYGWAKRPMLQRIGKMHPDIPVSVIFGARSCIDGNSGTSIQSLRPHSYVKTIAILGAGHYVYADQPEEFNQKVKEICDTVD
# PDI turbidity: inhibitors of human PDI, primary screen, biochemical, turbidity, single point, plate reader | hit rate 0.052% among 350,000 | inhibition, % at 10 µM | PDI insulin aggregation turbidity, A650, 90 min;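 active means mean inhibition across replicates of 30% or more, whatever share of single replicates reach that level; inconclusive means mean inhibition below 30% while every single replicate reaches 30%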;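 further: absorbance from insulin aggregation driven by PDI reduction with DTT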
# H9c2 protect: cardioprotection against H2O2-induced cell death, primary screen, uHTS, H9c2 cells, ATPLite luminescence; H9c2 cardiomyocytes, H2O2 injury protection, 2 h; protection from H2O2 cell death, % at 20 µM; hit rate 0.63% among 360,000; AID 588492, 2011;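 active means compounds giving at least 50% protection of heart cells from peroxide-induced death in the single-dose screen, raw or plate-pattern-corrected value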;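 further: 0% = DMSO wells with peroxide and 100% = DMSO wells without peroxide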
# ABCB6 inh MLPCN: ABCB6 transporter inhibitors, primary screen, K562-ABCB6 cells, flow cytometry, MLPCN library; K562-ABCB6 porphyrin accumulation, 1 h; hits give low values; fluorescence ratio to DMSO, % at 10 µM; hit rate 0.19% among 360,000; AID 602162, 2011;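 active means fluorescence ratio to DMSO below 75%, the collection mean minus 3 SD; inconclusive means too few cells collected in the well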;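 further: signal is porphyrin accumulated inside mitochondria; 100% equals median channel fluorescence of DMSO control wells; lower ratio means ABCB6 inhibition with less porphyrin fluorescence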
# Glyco luc inh: increase of ERlucT glycosylation luciferase signal, primary screen, N-linked glycosylation inhibitor project, D54 ERlucT cells, luminescence, set 2 | D54 ERlucT glycosylation luciferase reporter, 24 h; percent of 100 nM tunicamycin response | reporter increase, % at 12.5 µM | hit rate 0.23% among 360,000;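 active means mean luciferase reporter signal, scaled so untreated is 0 and the glycosylation-blocking control 100, at or above a set limit in every replicate; inconclusive means mean reaches the limit but not every replicate does; inactive means mean below the limit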;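 further: luciferase carries N-glycosylation sites so blocking glycosylation raises the light; 0% = median of neutral control wells and 100% = median of 100 nM tunicamycin wells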
# CaV13 ICDI inh: Disruptors of the CACNA1D IQ motif to Ca2+-dependent inactivation inhibitor domain association, primary screening, Förster resonance energy transfer in intact living … | inhibition, % at 12.3 µM | hit rate 0.098% among 340,000 | HEK cells, CFP/YFP FRET ICDI-IQ, plate reader, 10 min; percent FRET-ratio fall versus neutral wells;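 active means mean replicate inhibition of at least 30% and at least 1% of replicates passing that level; inconclusive means only one of the two criteria is met; inactive means neither criterion is met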;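 further: 0% = median of the neutral control wells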
# Granule exo inh: LAMP-1 surface exposure blockers, TALL-104 cells – cell-based, flow cytometry, MLPCN library, primary screen | AID 651702, 2012 | inhibition, % at 10 µM | TALL-104 LAMP-1 surface exposure; cells stimulated with thapsigargin and PMA | hit rate 0.66% among 360,000;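 active means inhibition above about 55%, limit read from the data; inconclusive means no clear call, values can overlap the other calls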
# MC4R barr agon: MC4R agonists recruiting beta-arrestin, primary screen, cell-based, luminescence, agonist arm of biased-ligand search; Melanocortin receptor 4 (Homo sapiens), P32245; U2OS MC4R beta-arrestin complementation; percent of melanotan II response, DMSO zero; activation, % at 8.9 µM; hit rate 0.98% among 360,000; AID 540308, 2011;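 active means activation above a per-plate cutoff, the mean activation of sample wells on that plate plus 3 SD, cut at about 8% in these data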
# An asterisk follows results filed as active; ? = inconclusive; · = not tested or not shown.
# Value order: MC4R antag cAMP, HTR2A ag, ABHD5 PLIN5 PPI, PDI turbidity, H9c2 protect, ABCB6 inh MLPCN, Glyco luc inh, CaV13 ICDI inh, Granule exo inh, MC4R barr agon
- Cn1c(SCC(=O)c2ccc3c(c2)OCO3)nnc1-c1ccccn1
  -5, -1, -2, 18, 1, 112, 2, ·, -2, -1.4
- COc1ccc(-n2c(-c3ccc(Br)cc3)c[n+]3c2SC(C)C3)cc1 (configuration not stated)
  13, 4, -1, 0, -18, 95, 1, -6, 3, -0.7
- COC(=O)[C@]12C(=O)NC[C@H](CN1c1ccc(Cl)c(C)c1)N2C
  1, 12, 3, -3, 6, 95, 1, -6, -5, -0.2
- Cn1c(SCC(=O)Nc2ccccc2F)nnc1-c1cccnc1
  12, 4, -2, ·, 5, 99, 0, -2, -3, -1.4
- CC(=O)Nc1ccc(NC(=O)CN(C)CC(=O)Nc2ccccc2Br)cc1
  14, -4, 1, -3, -2, 103, 2, -1, -1, 0.1
- O=S(=O)(c1ccccc1)c1nc(-c2ccco2)oc1NCCCN1CCOCC1
  14, -3, -3, 17, 3, 92, -1, -5, -2, -1.7
- Cc1cc(=O)oc(C)c1C(=O)Nc1cccc2ccccc12
  18, 0, 0, -1, 2, 88, 1, -4, 1, -0.7
- CN(C)c1ccc(C=c2c3ccccc3n3c2c2ccccc2[n+]3C)cc1
  4, -4, 15, -3, -16, 95, -4, -2, -20, 14*
- C[C@H](CO)N1C[C@H](C)[C@@H](CN(C)S(=O)(=O)c2ccc3ccccc3c2)OCc2cn(nn2)CCCC1=O
  6, 0, 4, 3, 5, 98, 1, -9, -4, -1.4
- COCCNC(=O)c1c(N)n(/N=C/c2ccc(F)cc2)c2nc3ccccc3nc12
  14, 2, -7, -1, 27, 96, -3, -21, -2, -0.2
- O=C(NCc1ccc(F)cc1)c1cc(C2CCCN(C(=O)c3ccc4c(c3)CCO4)C2)on1 (configuration not stated)
  8, -5, 3, 8, -5, 95, -1, -9, 0, 1.0
- CC1=Nn2c(nnc2-c2ccc(F)cc2)SC1
  2, 2, -3, 0, 10, 98, 2, -5, -3, -2.4
- O=C(N/C=C/c1ccco1)Nc1cccc(Cl)c1
  9, -6, 1, 5, -4, 107, 1, -4, -10, 0.3
- COc1ccc(NC(=O)CN(C)C2=NS(=O)(=O)c3ccccc32)cc1Cl
  -3, -4, -1, -4, 1, 102, 0, -5, -2, -0.4
- CC(C)C[C@H]1CN(CCCC[C@@H]2CNC(=O)C(=O)N2CC2CCCCC2)C(=O)C(=O)N1CCC1CCCCC1
  ·, 0, -5, ·, ·, 99, ·, -5, -6, ·
- CC(C(=O)Nc1sc2c(c1C(=O)NCC1CCCO1)CCC2)N1C(=O)c2ccccc2C1=O (configuration not stated)
  9, -2, 0, 1, 7, 100, 2, -4, 0, -0.6
- COc1ccc(CC(=O)Oc2ccccc2Cl)cc1S(=O)(=O)N1CCOCC1
  22, 1, -6, 3, -1, 102, -1, -6, ?, -0.9
- COCCN(C(=O)CCC(=O)Nc1cc(C)on1)C(C(=O)NC1CCCC1)c1ccccc1F (configuration not stated)
  -4, 2, 6, 0, 7, 91, 0, -7, -1, 1.2
- Cc1c(Nc2ccc3nonc3c2[N+](=O)[O-])c(=O)n(-c2ccccc2)n1C
  0, 4, -5, 1, 5, 92, -1, -1, 1, -0.7
- O=C1C2C3C=CC(CC3)C2S(=O)(=O)C2C3C=CC(CC3)C12 (configuration not stated)
  12, -2, -2, -1, -2, 99, 1, -9, -1, 1.4
- Cc1c(C(=O)N/N=C/c2ccccc2)[nH]c2c([N+](=O)[O-])cccc12
  1, 2, -1, -13, -2, 98, 11, -4, -4, -0.9
- CN(Cc1ccccc1)C(=O)COc1cc(Cl)ccc1Cl
  7, -3, -6, 0, 6, 98, -1, ·, -12, 0.3
- N#CCCN1CCN(S(=O)(=O)c2ccc(S(=O)(=O)NCc3ccccc3)cc2)CC1
  16, 1, 2, ·, 6, 104, -2, -10, 2, -0.4
- O=S(=O)(NC1CCCCC1)c1ccc(-c2csnn2)s1
  -5, -1, -4, 15, -8, 90, -2, -4, -2, 0.2
- CCn1c(SC2CCOC2=O)nnc1-c1ccc(Cl)cc1 (configuration not stated)
  16, -2, 0, 3, 0, 100, 0, -5, 12, -3.6
- COC(=O)[C@H](Cc1ccccc1)N(Cc1ccccc1)S(=O)(=O)N(Cc1ccccc1)[C@@H](Cc1ccccc1)C(=O)OC
  9, 0, -3, -4, -6, 102, -11, -11, -3, -1.1
- Cc1cc(C)cc(C(=O)NN2CCOCC2)c1
  3, 6, 0, 8, 4, 97, 0, -5, -2, -1.5
- CCN(c1cccc(C)c1)S(=O)(=O)c1ccc(-c2coc(C)n2)cc1
  -6, -7, 2, -2, -3, 98, 3, -15, 0, 1.3
- CCOC(=O)C1(CC)NC(c2ccco2)C2C(=O)N(C)C(=O)C21 (configuration not stated)
  16, -1, 6, 3, 2, 95, 0, ·, 0, -0.9
- Cc1ccc(NC(=O)CSc2nnc(-c3ccco3)n2N)cc1F
  -6, 1, 2, -6, -4, 101, 6, -7, -2, 0.3

# The listing continues:
# Value order: MC4R antag cAMP, HTR2A ag, ABHD5 PLIN5 PPI, PDI turbidity, H9c2 protect, ABCB6 inh MLPCN, Glyco luc inh, CaV13 ICDI inh, Granule exo inh, MC4R barr agon
- CC(=O)Nc1ccc(NC(=O)CSc2nnc(-c3ccccc3)n2Cc2ccc3c(c2)OCO3)cc1
  6, -3, 8, -3, 8, 89, -1, ·, -2, 0.3
- O=C(CCS(=O)(=O)c1ccccc1)NC12CC3CC(CC(C3)C1)C2
  11, 1, 8, 0, -5, 99, -3, -5, -2, 0.3
- CC1COc2ccccc2N1C(=O)c1ccccc1Cl (configuration not stated)
  6, -4, -1, -1, -6, 98, 1, -7, -2, 0.3
- Cc1ccc(NC(=O)N2CCCCCC2)c(C)c1
  10, 0, 3, -4, 0, 92, 0, -2, 1, -0.7
- NC(=O)Cn1nc([N+](=O)[O-])nc1Oc1ccccc1C(=O)N1CCOCC1
  1, 5, 1, -1, -4, 98, 1, -4, -6, 0.2
- Cc1ccccc1N(CC(=O)NCC1CCCO1)C(=O)CCC(=O)Nc1nccs1 (configuration not stated)
  1, -3, -3, 3, 0, 98, 0, -3, 1, 1.0
- O=C(Nc1ccccc1C(=O)NCc1ccco1)Nc1cccc2ccccc12
  -7, 3, 3, 2, 9, 90, 6, 3, 1, -2.5
- CN(C(=O)CN1C(=O)NC2(CCc3ccccc32)C1=O)C1CCCCC1 (configuration not stated)
  -1, 0, 3, -5, 7, 99, 2, -5, 3, -0.3
- CN(Cc1ccc(F)cc1)C(=O)c1sccc1-c1ccccc1
  7, 3, 0, 2, 2, 94, -3, -9, 2, -2.2
- CCOC(=O)N1CCc2c(sc3c2c(=O)n(Cc2ccccc2)c(=O)n3CC(=O)NCC2CCCO2)C1 (configuration not stated)
  -1, -3, 4, -1, 4, 98, 0, -2, -2, -3.2
- COc1ccc2cc(C(=O)N3CCC(Cc4ccccc4)CC3)[nH]c2c1
  7, 1, 2, -2, -9, 95, -6, -16, -10, 10*
- CCOC(=O)C1CCCN(CCC(C)c2ccccc2)C1 (configuration not stated)
  20, -3, 7, 0, 1, 99, 2, -8, -4, 0.6
- CCCN(CCC)C(C)C(=O)NCC1(c2ccccc2)CCCC1 (configuration not stated)
  0, -3, -4, -3, -21, 96, -12, -7, 1, 0.8
- COc1ccc(NC(=O)Nc2cccc3ccccc23)cc1OC
  1, -7, -2, -3, -1, 96, 1, -3, -2, -0.5
- COc1ccc(OC)c(NC(=O)CSc2nnc(-c3ccco3)o2)c1
  -2, 2, -1, -6, 4, 95, 0, -10, 2, -2.3
- O=C(CN1CCCCCC1)NCCN1C(=O)S/C(=C\c2ccccc2Cl)C1=O
  4, 0, 4, -2, -6, 95, -1, 1, 6, -0.8
- CCOc1ccc(NC(=S)NC(=O)/C=C/c2ccc(Br)cc2)c([N+](=O)[O-])c1
  12, 0, -3, 1, -4, 99, 0, -6, -5, 1.2
- Cc1nc2ccccc2c(=O)n1CC(=O)N1CCOCC1
  14, 2, 5, 2, -21, 99, 3, -4, 1, -0.2
- Nc1cc(C(=O)OCC(=O)Nc2ccc(N3CCOCC3)cc2)ccc1Cl
  14, 4, -8, 0, 2, 98, 2, -19, 7, -1.9
- COC(=O)c1nn(-c2ccccc2)c(Sc2ccc(C)cc2)c1/C=N/O
  6, -5, -2, 13, -16, 128, -4, ·, 4, -1.2
- CCC(Oc1ccccc1C)C(=O)Nc1ccc(S(=O)(=O)Nc2cc(C)on2)cc1 (configuration not stated)
  2, 0, -3, -5, 1, 94, -1, -3, -22, -0.3
- Cc1ccc(S(=O)(=O)CCc2nnc(NC(=O)CCl)s2)cc1C
  7, 0, 3, 20, 2, 98, -1, -1, -2, -2.6
- Oc1ccccc1N=Cc1sc2ccccc2c1Cl
  -1, 0, -10, 8, -15, 101, 7, -4, 9, -1.6
- COc1ccc([N+](=O)[O-])cc1NC(=S)NC(=O)C(C)(C)C
  6, -3, -11, 6, -5, 93, -3, -15, 0, -3.6
- COc1cccc(C(=O)NCc2cccnc2)c1
  12, -1, 0, 4, -1, 92, 1, -10, -8, -2.0
- COc1ccccc1-c1nnc(SCC(=O)NC2CCS(=O)(=O)C2)n1N (configuration not stated)
  2, -2, -3, 1, 14, 95, 0, -2, -4, -3.7
- CCn1c2ccccc2c2cc(NC(=O)C/C(C)=N/NC(=O)c3ccccc3N)ccc21
  29*, -5, -2, 2, 39, 103, 0, -3, 0, 0.0
- COC(=O)c1cc(NC(=O)c2cc(-c3ccc(OC)cc3)oc2C(F)(F)F)ccc1N1CCOCC1
  4, 0, 0, -8, -2, 95, 5, -10, 4, -2.5
- COC(=O)c1cccc(CN2C(=O)C(C)Sc3ccc(C)cc32)c1 (configuration not stated)
  1, 4, 4, 11, -5, 92, -3, -5, 14, 2.0
- COC(=O)Cn1c(=NC(=O)CSCC(=O)NC2CCCCC2)sc2cc(OC)ccc21
  -16, 0, 4, -31, -5, 179, 1, ·, 12, 1.3
- CS(=O)(=O)N1CCc2ccccc2C1
  10, -2, 1, 16, 8, 96, -2, ·, 0, -2.3
- O=C(CNc1ccc(Br)cc1)Nc1ccc(S(=O)(=O)N2CCCC2)cc1
  8, 2, 7, -3, -6, 95, 0, -5, 1, -0.6

# Random draw from the library, and some 4.2% of all compounds hit somewhere here.
